MLL CXXC-DNA inh: blocks binding of human MLL CXXC domain to DNA | 0.037% of 290,000 active | Potency, µM (highest dose often 115 µM), for inactives: top-dose activity change, negative = inhibition, most hits filed as inhibitors | MLL-CXXC / FITC-HOXA9 DNA fluorescence polarization | AID 2662 | Q03164; active = well fitted inhibition curve with a large enough effect in the polarisation, with a control signal flat, not every such curve was filed as active; inconclusive = small, poorly fitted or top-dose-only effect, or effect the other way, or a change in a side signal; inactive = no such curve, though single readings can be large or run the other way; the % refers to the polarisation; note: potency is the fitted concentration of half-maximal effect
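Steps: dispense CXXC domain solution (7 uM) → pin compounds or unlabeled HOX-A9 DNA control → 5 min ambient → add FLSN-HOX-A9 solution (50 nM) → spin → 30 min ambient → fluorescence polarization. Tris pH 7.5/NaCl/DTT/BSA buffer.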
FBPA coupling cs: coupling enzyme interference in Giardia aldolase counter-screen; AID 2472; 0.67% of 290,000 active; coupling enzyme system counterscreen, AmpLite Red fluorescence; activity change, negative = inhibition, % at 58.2 µM, hits read low; in the data active = activity change below about -30%; note: % is set by controls: 0 for no effect and ±100 for the full control effect
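Activity here indicates interference with the coupling reaction, not aldolase inhibition. Compounds at 57.5 uM final met coupling enzymes for 10 min at RT; substrate and AmpLite Red detection followed, with a 525/598 nm fluorescence read after 20 min.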
MBNL1-CUG inh: inhibitors of human MBNL1 binding to CUG repeat RNA. 0.036% of 280,000 active. Q9NR56. AID 2675. TR-FRET MBNL1-His/biotin-(CUG)12 binding, 665/545 ratio. Potency, µM (titrated, usually from 57.5 µM), without a hit: at the highest dose activity change, negative = inhibition, usual class: inhibitors; active = well fitted inhibition curve with a large enough effect in the signal ratio, with a control signal flat, not every such curve was filed as active; inconclusive = small, poorly fitted or top-dose-only effect, or effect the other way, or a change in a side signal; inactive = no such curve, though single readings can be large or run the other way; the % refers to the signal ratio; note: potency is the fitted concentration of half-maximal effect; % is set by controls: 0 for no effect and ±100 for the full control effect
Target sequence (Q9NR56 whole entry, looked up): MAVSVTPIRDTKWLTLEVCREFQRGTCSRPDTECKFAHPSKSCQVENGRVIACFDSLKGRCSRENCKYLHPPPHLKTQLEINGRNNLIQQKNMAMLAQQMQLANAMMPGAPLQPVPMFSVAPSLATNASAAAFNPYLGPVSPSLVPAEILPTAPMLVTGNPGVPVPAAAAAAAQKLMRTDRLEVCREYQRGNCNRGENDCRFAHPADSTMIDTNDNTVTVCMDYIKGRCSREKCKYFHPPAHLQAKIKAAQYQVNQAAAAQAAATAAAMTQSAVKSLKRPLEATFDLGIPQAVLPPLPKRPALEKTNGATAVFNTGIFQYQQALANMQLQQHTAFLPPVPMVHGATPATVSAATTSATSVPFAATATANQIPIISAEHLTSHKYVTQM
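Compounds (final 92 nM to 58 uM) are added to His-tagged MBNL1 and biotin-(CUG)12, then terbium anti-His antibody and streptavidin-XL665 (5 nM final). After 60 min at room temperature, the 665/545 nm ratio is read.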
hERG WT inh: KCNH2 (human, wildtype) channel inhibition. Q12809. U2OS, BacMam KCNH2, thallium flux FluxOr; active compounds read low. activity change, % at 1.84 µM. 0.37% of 340,000 active. AID 720551;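 active = maximum activity change below -70%; inconclusive = maximum activity change between -70% and -50%; inactive = maximum activity change above -50%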; note: % is set by controls: 0 for no effect and ±100 for the full control effect
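U2OS cells were transduced with wild-type KCNH2 virus (2.03 x 10^8 / mL) for 4 h at room temperature, then cultured overnight at 37 C. Thallium flux was read with FluxOr dye. Rate constants were normalized to DMSO controls.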
GALK inhibitor: inhibitors of human galactokinase. P51570. Purified GALK, Kinase-Glo residual ATP luminescence. Potency, µM (titrated, usually from 57.5 µM), for the others: top-dose activity change, negative = inhibition, usual class: inhibitors. 0.007% of 270,000 active; note: potency is the fitted concentration of half-maximal effect; % is set by controls: 0 for no effect and ±100 for the full control effect
Target sequence (P51570 whole entry, looked up): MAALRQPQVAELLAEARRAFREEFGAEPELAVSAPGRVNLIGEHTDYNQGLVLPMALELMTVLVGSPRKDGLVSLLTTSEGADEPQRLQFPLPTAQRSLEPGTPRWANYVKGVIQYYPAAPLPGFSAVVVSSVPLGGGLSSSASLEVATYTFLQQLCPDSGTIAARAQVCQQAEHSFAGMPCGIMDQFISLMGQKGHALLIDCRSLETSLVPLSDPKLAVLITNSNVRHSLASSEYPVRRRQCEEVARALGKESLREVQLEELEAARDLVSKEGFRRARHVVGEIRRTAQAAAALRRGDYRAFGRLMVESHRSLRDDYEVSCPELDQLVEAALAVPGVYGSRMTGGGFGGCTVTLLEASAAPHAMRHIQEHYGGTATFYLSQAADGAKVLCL
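ATP-depletion format; final 35 uM ATP, 100 uM D-galactose, 5 nM enzyme; pH 8.0 HEPES/Mg2+ buffer; 60 min RT; luminescence read 10 min after detection reagent.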
ASM inhibitor: blocks human secretory acid sphingomyelinase; 0.006% of 340,000 active; AID 504937; P17405; placental ASM, HMU-PC fluorogenic substrate, 60 min; Potency, µM (highest dose often 57.5 µM), for the others: at the highest dose activity change, negative = inhibition, most hits filed as inhibitors; note: potency is the fitted concentration of half-maximal effect
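Fluorescence read-out (Ex 386 nm, Em 447 nm) after stopping the reaction at pH 10. Enzyme: ASM from human placenta; substrate HMU-PC0, 9 uM final; 60 min, 37 °C. Compound preincubation 10 min, ambient temperature.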
a7 integrin act: integrin-mediated muscular dystrophy alleviation activation | Potency, µM (series often up to 38.3 µM), without a hit: top-dose activation, hits mostly activators | 0.064% of 350,000 active | AID 624291 | alpha7betagal myoblasts, beta-gal FDG fluorescence, 48 h;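 note: potency is the fitted concentration of half-maximal effect; 100% = response of the positive control SU9516; nearly all actives have a fitted effect of over 60% in size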
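alpha7betagal+/- myoblasts (passage 13, 250/well) treated 48 h at 37C with compounds at 1:260 dilution of DMSO stock. Lysed, then beta-galactosidase activity read as FDG fluorescence (ex 480/em 540) after 30 min, with pre-read for autofluorescence.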
A-T KAP1 phos: potential ataxia-telangiectasia treatments restoring KAP-1 phosphorylation; […] A-T fibroblasts, KAP-1 phosphorylation AlphaLISA; neocarzinostatin DNA damage 30 min before lysis; Potency, µM (highest dose often 57.5 µM), without a hit: top-dose activation, actives largely listed as activators; 0.19% of 320,000 active; AID 485349; note: potency is the fitted concentration of half-maximal effect; % of control where 0% means no effect; nearly all actives have a fitted effect of over 45% in size
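hTERT-immortalized A-T patient fibroblasts ([…]), 500 cells/well in OPTI-MEM, 1% FBS, got compounds for 60 min, then NCS for 30 min at 37C. Lysates were then assayed for phospho-KAP-1 by AlphaLISA (anti-pKAP1 donor, anti-KAP1 acceptor beads), 6 hr at 25C.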
KCNH2 3.1 inh: KCNH2 3.1 (human) potassium channel inhibition; U2OS KCNH2 3.1, thallium flux FluxOr; active compounds read low; activity change, % (tested at about 1.8 µM); 0.95% of 340,000 active; AID 720553;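 active = maximum activity change below -70%; inconclusive = maximum activity change from -70% to -50%; inactive = maximum activity change above -50%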;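 note: thallium influx rate constant from kinetic fluorescence after stimulation buffer; % is set by controls: 0 for no effect and ±100 for the full control effect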
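Channel expression came from 3.1 mutant virus (1.77 x 10^8 /mL) applied to suspended U2OS cells for 4 h. Flux was tracked with FluxOr dye plus Red40 quencher, and kinetic rate constants normalized to controls.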
TRPV1 ag: agonists of human vanilloid receptor 1 (TRPV1); activation, % at 8.33 µM; 0.19% of 320,000 active; Q8NER1; TRPV1-expressing cells, Fluo-8 calcium influx, agonist mode; AID 540275; in the data active = activation above about 80%; inconclusive = between about 30% and that limit; note: 0% is about no effect
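TRPV1-expressing cells were cultured overnight at 35.5C and loaded with Fluo-8 calcium dye for 40 to 90 min at room temperature. After a 10 s baseline, compound was added and calcium influx was read kinetically for 3 min (ex 480/em 520 nm).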
* = called active by the depositor; i = inactive; ? = inconclusive; / = no result given; [ ] = dose if it differs, or a comment. Unless noted, calls come from the whole dose curve; as a rule, active = well fitted curve in the direction sought with a large enough effect; inconclusive = small, poorly fitted or top-dose-only effect, or another doubt; inactive = no such curve, though single readings can be large; an effect the other way counts as inactive or inconclusive. Rows are unselected (roughly 2% active in at least one column).

SMILES	MLL CXXC-DNA inh	FBPA coupling cs	MBNL1-CUG inh	hERG WT inh	GALK inhibitor	ASM inhibitor	a7 integrin act	A-T KAP1 phos	KCNH2 3.1 inh	TRPV1 ag
COc1ccc(CCN(Cc2cccs2)S(=O)(=O)c2ccc(-n3cnnn3)c(OC)c2)cc1OC	5%	1	-3%	27	-3%	-2%	-7%	0%	?	-2
O=C(Cc1ccccc1)NCc1ccc(-n2cccc2)cc1	0%	0	0%	-2	-1%	4%	-18%	3%	-17	-3
Cc1ccc2nc(-c3ccccc3C)oc(=O)c2c1	-11%	1	-3%	-13	0%	0%	-14%	0%	24	7
O=C(NNC(=O)c1ccc(-c2ccccc2)cc1)Nc1ccccc1F	30%	2	-4%	24	-3%	-1%	?	/	/	6
CCSCc1nnc(SCC(=O)Nc2nc3ccccc3s2)n1C	-6%	0	-6%	5	-3%	2%	-7%	-2%	-7	0
O=C(NCCc1ccc(Cl)cc1)c1cnc2n(c1=O)CCS2	15%	2	7%	4	2%	0%	3%	-3%	-1	14
Cn1c(=O)[nH]c(=O)c2c1nc(CN1CCN(c3cccc(Cl)c3)CC1)n2CCN1CCOCC1	-2%	2	-3%	-3	0%	-1%	2%	2%	4	2
COc1cccc2cc(C(=O)N3CCCCCCC3)c(=O)oc12	-1%	1	-2%	13	-8%	2%	?	3%	-1	7
COCCNc1nc2c(S(=O)(=O)c3cc(C)ccc3C)nnn2c2ccccc12	-2%	7	?	-13	-1%	7%	-7%	8%	-10	-3
O=C(O)c1cc(-n2[nH]c(=O)c3ccccc3c2=O)ccc1Cl	7%	3	23%	3	-1%	0%	16%	5%	-4	0
CC1CCN(Cc2c(C(=O)N/N=C/c3cc(Cl)ccc3O)nnn2-c2nonc2N)CC1	?	1	3%	-10	2%	-4%	-20%	-4%	-10	3
O=C(Nc1nnc(-c2cccs2)o1)C1CC1	-1%	-1	-1%	-7	-1%	-3%	8%	6%	-2	-1
Cc1ccc(N2C(=O)N3[C@H]4c5ccccc5OC[C@@H]4[C@@H](c4ccccc4)[C@@]3(C)C2=O)cc1	1%	0	2%	-25	/	-3%	-21%	15%	3	12
COc1ccc(-c2nc3cnccn3c2Nc2ccc(C)cc2)cc1	-6%	-1	?	14	-2%	103%[activator]	-13%	14%	7	0
Cc1ccc(S(=O)(=O)N2CCCC(C(=O)N3CCN(C)CC3)C2)cc1 (configuration not stated)	-1%	0	-5%	-4	-2%	-1%	-7%	0%	5	1
CC1=C(C(=O)Nc2ccccc2)C(c2ccco2)NC(=O)N1 (configuration not stated)	/	/	/	-12	/	4%	-17%	/	6	/
O=[N+]([O-])c1cc(-c2cnc3ccccc3n2)ccc1Oc1ccc(Br)cc1	7%	-1	10%	0	-2%	-15%	-6%	-5%	-7	/
Cc1ccc(S(=O)(=O)N(C)C2(C)CCS(=O)(=O)C2)cc1 (configuration not stated)	-3%	2	5%	14	4%	6%	19%[7.66 µM]	/	-6	1
COc1ccc(C2=NOC(C(=O)N3CCOCC3)C2)cc1OC (configuration not stated)	-1%	-1	15%	-2	0%	7%	6%[7.66 µM]	-5%	-12	5
COC(=O)c1cc(C(=O)c2cccc(Cl)c2Cl)cn1C	11%	-1	-12%	-10	-5%	-5%	1%	-4%	3	1
Clc1ccc(-c2cc3ccccc3nc2N2CCOCC2)cc1	4%	5	/	2	0%	49%	4%	2%	-6	5
Cc1cc([N+](=O)[O-])ccc1NC(=O)Cc1ccc(F)cc1	6%	3	?	-15	0%	0%	9%	-2%	-5	2
COc1ccc(OC)c(C2C(C(C)=O)=C(O)C(=O)N2c2ccc(O)cc2)c1 (configuration not stated)	-10%	-1	9%	0	6%	0%	0%	0%	-2	-1
CC(=O)N1CC[n+]2c(-c3ccc([N+](=O)[O-])cc3)csc21	3%	2	?	-16	2%	-2%	-29%	-9%	-20	-2
CC(C)(C)NC(=O)CSc1nncn1NCc1ccccc1	6%	2	-7%	-10	-1%	1%	-6%	3%	-14	0

Some of these compounds in order of SMILES length, smallest number first.
SMILES	MLL CXXC-DNA inh	FBPA coupling cs	MBNL1-CUG inh	hERG WT inh	GALK inhibitor	ASM inhibitor	a7 integrin act	A-T KAP1 phos	KCNH2 3.1 inh	TRPV1 ag
Clc1ccc(-c2cc3ccccc3nc2N2CCOCC2)cc1	4%	5	/	2	0%	49%	4%	2%	-6	5
COc1ccc(-c2nc3cnccn3c2Nc2ccc(C)cc2)cc1	-6%	-1	?	14	-2%	103%[activator]	-13%	14%	7	0
Cn1c(=O)[nH]c(=O)c2c1nc(CN1CCN(c3cccc(Cl)c3)CC1)n2CCN1CCOCC1	-2%	2	-3%	-3	0%	-1%	2%	2%	4	2

Just KCNH2 3.1 inh, hERG WT inh and MBNL1-CUG inh, for 4 of the compounds above:
compound | KCNH2 3.1 inh | hERG WT inh | MBNL1-CUG inh
COC(=O)c1cc(C(=O)c2cccc(Cl)c2Cl)cn1C | 3 | -10 | -12%
Clc1ccc(-c2cc3ccccc3nc2N2CCOCC2)cc1 | -6 | 2 | /
Cc1cc([N+](=O)[O-])ccc1NC(=O)Cc1ccc(F)cc1 | -5 | -15 | ?
COc1ccc(OC)c(C2C(C(C)=O)=C(O)C(=O)N2c2ccc(O)cc2)c1 (configuration not stated) | -2 | 0 | 9%

Compounds listed so far that contain an NH in an aromatic ring:
SMILES	MLL CXXC-DNA inh	FBPA coupling cs	MBNL1-CUG inh	hERG WT inh	GALK inhibitor	ASM inhibitor	a7 integrin act	A-T KAP1 phos	KCNH2 3.1 inh	TRPV1 ag
Cn1c(=O)[nH]c(=O)c2c1nc(CN1CCN(c3cccc(Cl)c3)CC1)n2CCN1CCOCC1	-2%	2	-3%	-3	0%	-1%	2%	2%	4	2
O=C(O)c1cc(-n2[nH]c(=O)c3ccccc3c2=O)ccc1Cl	7%	3	23%	3	-1%	0%	16%	5%	-4	0

(continued)
SMILES	MLL CXXC-DNA inh	FBPA coupling cs	MBNL1-CUG inh	hERG WT inh	GALK inhibitor	ASM inhibitor	a7 integrin act	A-T KAP1 phos	KCNH2 3.1 inh	TRPV1 ag
CCN1CC=C2C(C#N)=C(N)C(C#N)(C#N)C(CCc3ccccc3)C2C1 (configuration not stated)	?	-4	?	3	2%	i	1%	6%	-5	6
CCOc1ccc(CNC(=O)CN2C(=O)C(c3ccccc3)Oc3cccnc32)cc1 (configuration not stated)	21%	2	1%	1	-1%	-1%	0%	3%	11	1
Cc1csc(Nc2cccc3ccccc23)n1	6%	-6	3%	-7	1%	1%	14%	-3%	-10	0
Cc1cc(C)cc(N2C(=O)CN(Cc3ccccc3)C2=S)c1	-11%	-1	2%	-2	8%	0%	8%	-13%	3	?
COC(=O)CN(c1ccc(OC)cc1)S(=O)(=O)c1c(C)noc1C	-2%	0	-6%	1	-1%	2%	-1%	7%	2	0
Cc1cnc(NC(=O)NCC2CCCC(CNC(=O)Nc3ncc(C)s3)C2)s1 (configuration not stated)	16%	1	-4%	-5	3%	-4%	12%	0%	1	-1
Cn1c(NCCO)nc2c(c1=O)C1(CCCCC1)Cc1ccccc1-2	7%	-4	-5%	-5	1%	8%	-1%	3%	14	/
CCOC(=O)CN(c1ccccn1)S(=O)(=O)c1ccccc1	5%	3	-1%	-1	-3%	1%	9%	8%	-39	1
O=C(c1ccco1)N1CCN(S(=O)(=O)c2ccc3[nH]c(=O)oc3c2)CC1	-10%	12	-4%	3	/	1%	24%	-6%	-2	-1
O=[N+]([O-])c1ccc(NCCNS(=O)(=O)c2ccccc2)c(C(F)(F)F)c1	-10%	0	?	4	-2%	-17%	-21%	-5%	?	8
O=C(COC(=O)Cn1cnc2ccccc21)NCCc1ccc(Cl)cc1	4%	-1	6%	7	-3%	0%	8%	2%	-3	1
Fc1ccc(CSc2nnc(-c3ccncc3)o2)cc1	0%	-1	-4%	15	-2%	-4%	18%	3%	-10	3
O=c1cc(CN2CCN(S(=O)(=O)c3ccc4c(c3)OCCO4)CC2)c2ccc(O)cc2o1	0%	-2	8%	9	-1%	i	36%	9%	3	-1
COc1ccc(N(C(=O)c2cc3ccccc3oc2=O)C2C=CS(=O)(=O)C2)c(OC)c1 (configuration not stated)	10%	3	/	-15	11%	4%	9%	-1%	-1	-2
Cc1ccc(C(=O)OCC(=O)NCCC2=CCCCC2)cc1N	9%	-1	-5%	-7	1%	3%	1%	4%	2	6
Cc1noc(C)c1CSCC(=O)Oc1ccc(N(C)S(=O)(=O)c2ccc(Cl)cc2)cc1	/	/	/	-4	/	0%	6%	11%	12	-6
COc1cc(C(=O)NNC(=O)c2ccc(S(=O)(=O)N3CCCCC3)cc2)cc(OC)c1OC	?	7	/	1	2%	1%	0%	-2%	3	-1

High-throughput results: PubChem, National Center for Advancing Translational Sciences (NCATS)
